FUS suppressor: FUS proteinopathy suppression in yeast. S. cerevisiae FUS-expressing, growth rescue, OD600, 24 h. Potency, µM (top dose mostly 76.6 µM), without a hit: top-dose growth rescue (activation), hits mostly activators. actives 0.24% (n = 390,000). AID 1347120; active = well fitted activation curve with a large enough effect; inconclusive = small, poorly fitted or top-dose-only effect; inactive = no such curve, though single readings can be large or run the other way;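 note: plate controls were DMSO vehicle for no effect and reference control for full effect; nearly all actives have a fitted effect of over 55% in size; some results filed as inactive show a strong effect at the top dose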
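Yeast expressing FUS under galactose induction, OD 0.005 in 2% galactose medium; compounds in a dilution series, 24 h at 30C. Growth rescue by absorbance at 600 nm; CP55940 positive control, DMSO negative.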
An asterisk follows results filed as active; ? = inconclusive. Potency is the fitted concentration of half-maximal effect.

SMILES | FUS suppressor
O=C(C1CCCN1S(=O)(=O)c1cccs1)N1CCc2ccccc2C1 (centres undefined) | -1%
COCCCN1C(=O)[C@H](CC(=O)N2CCCC2)[C@]2(C(=O)OC)CCCCC=C12 | -18%
CCOC(=O)N1CCN(C(=O)C[C@H]2C[C@@]3(C(=O)OC)C(=C[C@H](COCc4ccccc4)O[C@@H]3C)N(Cc3ccco3)C2=O)CC1 | 42%
O=C(c1ccc(F)cc1Cl)N1CCC(Oc2cccnc2)CC1 | -26%
C=CCN(C)C(C#CCCCC)c1ccccc1 (centres undefined) | 1%
C[C@@H]1CN([C@@H](C)COC(=O)C(C)(C)C)C(=O)c2cc(NC(=O)Nc3ccccc3)ccc2O[C@@H](C)CCCCO[C@H]1CN(C)S(=O)(=O)c1ccc(F)cc1 | ?
CC(/C=N/NC(=O)CSc1nnc(SCc2ccc(C)cc2)s1)=C\c1ccco1 | 16%
CCCC[C@H](C(=O)N(C)c1ccccc1)[C@@H](O)c1ccc2ccccc2c1 | 35%
O=C(NC1CCCCN(Cc2cccc(Cl)c2)C1=O)c1ccc2ccccc2c1 (centres undefined) | 23%
CCOc1ccc(-n2c(COc3ccccc3)nnc2SCC(=O)Nc2ccc(OCc3ccccc3)cc2)cc1 | 13%
COc1ccc(S[C@]2(C(=O)N3CCN(c4ncccn4)CC3)CC(=O)N(C(=O)/C=C/c3ccccc3)[C@@H]2c2ccc(OC)cc2)cc1 | 10%
Cc1nnc(C)n1N=Cc1ccc(Cl)c([N+](=O)[O-])c1 | -7%
Cc1ccc(-c2nc3ncccn3c2NC(=O)c2ccccc2)cc1 | -1%
CC(C)(C)OC(=O)[C@H](Cc1ccccc1)NCC(=O)OCc1ccc(C(=O)NCc2ccccc2)cc1 | ?
O=C(COc1ccc(F)cc1Cl)Nc1nnc(-c2ccc(F)c(F)c2)o1 | -6%
CN(C)S(=O)(=O)c1cccc(C(=O)N/N=C\c2ccccc2)c1 | 4%
O=C(c1ccncc1)N1CC[C@H]2[C@H](CCCN2Cc2cc(F)cc(F)c2)C1 | 9%
O=C(Nc1c(-c2ccccc2)nc2ncccn12)C1CC1 | -17%
NC(=O)C1CCN(c2ncc(Br)s2)CC1 | 15%
Cc1onc(-c2ccc(Cl)cc2)c1-c1ccn(S(=O)(=O)c2ccccc2Cl)n1 | 7%

Retrieved one by one from the entries so far:
SMILES | FUS suppressor
Cc1nnc(C)n1N=Cc1ccc(Cl)c([N+](=O)[O-])c1 | -7%
COc1ccc(S[C@]2(C(=O)N3CCN(c4ncccn4)CC3)CC(=O)N(C(=O)/C=C/c3ccccc3)[C@@H]2c2ccc(OC)cc2)cc1 | 10%

Further compounds:
SMILES | FUS suppressor
O=C(Nc1ccc(Cl)cc1Cl)O[C@@H]1CC[C@@]23CCCN2C(=O)CCC[C@H]3C1 | 24%
O=C(Cn1c(=O)c2cccn2c2cccnc21)NCCCN1CCN(c2ccccc2)CC1 | 3%
O=C(c1c(F)cccc1F)N1CCC(Oc2cccnc2)CC1 | -17%
Cn1c(SC/C=C/c2ccccc2)nnc1-c1cccnc1 | 9%
CCC(=O)Nc1ccc2c(c1)C(=O)N(C)[C@H]1CC[C@H](CC(=O)NCCOC)O[C@@H]1CO2 | -12%
CCCN(CC1CC1)C(=O)CNc1nnnn1-c1ccccc1 | -2%
CO[C@H]([C@H](C)/C=C/N(C)C=O)[C@@H](C)C(=O)CC[C@H](C)[C@H](O)[C@H](C)[C@H]1OC(=O)/C=C/C(C)=C/C[C@H](O)C[C@@H]2C=CC[C@@H](C[C@H](OC)C(C)(O)[C@@H](OC)C[C@@H](OC)[C@@H]1C)O2 (some centres undefined) | ?
CCCCN(C)C(=O)CN1C(=O)C2CCCCN2C(=O)c2ccccc21 (centres undefined) | -14%
COc1cccc(NC(=O)n2ccc3ccc(-c4ccc5ccn(C(=O)Nc6cccc(OC)c6)c5c4)cc32)c1 | ?
CC(=O)N1CCc2cc(S(=O)(=O)NCCC(=O)NCc3ccc(Cl)cc3)ccc21 | 19%
CCCCCCCCN1CN2Cc3ccc(C)cc3C2CS1(=O)=O (centres undefined) | 13%
CC(C)(C)NC(=O)C(c1cccnc1)N(C(=O)c1cnco1)c1ccc(C(C)(C)C)cc1 (centres undefined) | 33%
Cc1ccc2c(c1)C1CS(=O)(=O)N(C3CCCC3)C(=O)N1C2 (centres undefined) | -21%
O=C(OCC#CCSc1nnc(-c2ccccc2)o1)c1ccc(F)cc1 | 20%
CCOC(=O)[C@]12CCCC=C1N(Cc1ccc(OC)cc1)C(=O)[C@@H]2CC(=O)NCC12CC3CC(CC(C3)C1)C2 | 18µM*
CC(C)(C)OC(=O)N1CCC(N[C@@H](Cc2ccccc2)C(=O)NCCc2c[nH]c3ccccc23)(C(=O)NC2CCCCC2)CC1 | ?
CCOC(=O)[C@]12CCCC=C1N(Cc1ccc(OC)cc1)C(=O)[C@@H]2CC(=O)N1CCOCC1 | 15%
C[C@@H]1COc2cccc(N3CCSCC3)c2S(=O)(=O)N1C | -7%
O=C(COc1c(Cl)cc(Cl)cc1Cl)N/N=C/c1ccc[nH]1 | -4%
CCOC(=O)C(=O)N(Cc1ccccc1)c1ccccc1C(=O)Nc1cc(OC)ccc1OC | ?
O=C(CSc1nnc(-c2ccccc2)n1-c1ccccc1)NN=C/C=C\c1ccccc1[N+](=O)[O-] | ?
O=C(c1cccs1)n1ccc2ccc(-c3ccc4ccn(C(=O)c5cccs5)c4c3)cc21 | 27%
O=C1CC[C@@]23CCCN2C(=O)CCC[C@H]3[C@H]1Cc1ccccc1 | -9%
COC(=O)CNC(=O)CNC1(C(=O)NCCc2c[nH]c3ccccc23)CCCCC1 | -13%
Cc1ccc(-n2c(SCC(=O)c3ccccc3Cl)nnc2-c2cnccn2)cc1 | 7%
O=c1c2cc3cc4c(cc3nc2ncn1CCc1ccccc1)OCO4 | 28%
CC(C)(C)c1ccc(-c2noc(CCC(=O)NC3CC3)n2)cc1 | -3%
CCOC(=O)[C@@]12CN(C(=O)OC(C)(C)C)CC=C1N(Cc1ccc(OC)cc1)C(=O)[C@H]2CC(=O)N1CCN(C(=O)c2ccco2)CC1 | 34%
CC(C)(C)OC(=O)C1[C@H](O)C=CC[C@H]1S(=O)c1ccccc1 (some centres undefined) | -14%
CC1(NC(=O)c2ccc(C#Cc3cccc(F)c3)cn2)COC1 | 4%
CCC[C@H]1[C@@H](OC(=O)N2CCCC2)CC[C@@]23CCCN2C(=O)CCC[C@@H]13 | 0%
Cc1ccccc1-c1cccc2c3c([nH]c12)[C@@H]1C[C@H]2[C@@H](CN1CC3)[C@H](C)ON2C | 42%
COC(=O)N1CCCC1c1cccc2[nH]cc(C)c12 (centres undefined) | -5%
COC(=O)c1cc(-c2ccc(C)c3ccccc23)c(=O)n2c1CCC2 | -10%
Cc1ccccc1NC(=O)OCCN1CCCC12CCC(c1ccccc1)CC2 (centres undefined) | 19%
Cc1nn(-c2ccccc2)c2sc(C(=O)NC3CCCc4ccccc43)cc12 (centres undefined) | -3%
C[C@@H]1CCN(C2CC2)S(=O)(=O)c2c(cccc2N2CC[C@@H](O)C2)O1 | -16%
CCOC(=O)N1CCN(C(=O)C[C@H]2C[C@@]3(C(=O)OC)C(=C[C@H](C4CCCC4)O[C@@H]3C)N(CCc3ccc(OC)c(OC)c3)C2=O)CC1 | 40%
COc1ccc(C2C(C(=O)Nc3cc(Cl)ccc3F)CCC(=O)N2c2ccc(OC)cc2)cc1 (centres undefined) | ?
O=C(OCc1cn(Cc2cccc(F)c2)nn1)N1CCCCC1 | -14%
COc1ccc(CSc2nnc(SCC(=O)Nc3ccc(S(N)(=O)=O)cc3)s2)cc1 | 34%
O=C(NCCc1c[nH]c2ccccc12)OCc1cn(Cc2ccccc2C(F)(F)F)nn1 | 33%
O=C(NCCc1c[nH]c2ccccc12)OCc1cn(Cc2cc(F)ccc2F)nn1 | 6%
O=C(CSc1ccccc1)N1CCC(Oc2cccnc2)CC1 | -20%
C=CCN1[C@H](CC(C)C)COc2cccc(N3CCSCC3)c2S1(=O)=O | 6%
Cc1ccccc1CNC(=O)C1CCCN(c2ncccn2)C1 (centres undefined) | -1%
COc1ccc(C(=O)OCCN2CCN(C3CN(Cc4cn(Cc5cccc(C)c5)nn4)S(=O)(=O)C3)CC2)cc1OC (centres undefined) | 3%
c1ccc(-n2c(SCc3cccc4ccccc34)nnc2-c2ccncc2)cc1 | ?
CCCC(=O)OC12CCCN(C1)/C(=C/c1cccc(N(C)C)c1)C2 (centres undefined) | -4%
CCOC(=O)C1=NOC(C(=O)NCCO)(C(=O)C2CC2)C1 (centres undefined) | -14%
CC(=O)c1cc(-c2ccc(S(C)(=O)=O)cc2)c(=O)n2c1CCC2 | 34%
COc1ccc(C(C(=O)N(C)C2CCCC2)N(Cc2ccc(F)cc2)C(=O)c2ccc3ccccc3c2)cc1OC (centres undefined) | ?
CCN(Cc1ccccc1)C(=O)CCCN1C(=O)COc2ccc(C)cc21 | 29%
Cc1ccc(CN2CCCCC(NC(=O)c3ccc4ccccc4c3)C2=O)cc1 (centres undefined) | 41%
CC(C)CN1C(=O)[C@]2(CC(=O)N(C)C2c2ccccc2)c2cc(-n3cc(-c4ccccc4)nn3)ccc21 (some centres undefined) | 9%
O=C1C[C@@H](O)[C@H](O)c2cccc(O)c21 | -12%
CC(C)(C)c1ccc(S(=O)(=O)N2CCC(C(=O)N3CCN(C4CCCCC4)CC3)CC2)cc1 | 2%
CCC(C)[C@H](NC(=O)OC(C)(C)C)C(=O)N[C@@H](Cc1ccccc1)C(=O)OC (some centres undefined) | 4%
Cc1cccc(NC(=O)C[C@H]2CC[C@H]3[C@@H](COc4ccc(NC(=O)Nc5ccccc5)cc4C(=O)N3C)O2)c1 | 41%
O=C(CCc1ccccc1)N[C@H]1[C@@H](O)CCC[C@]12C(=O)N(Cc1ccccc1)c1ccccc12 | 21%
More results:
SMILES | FUS suppressor
Cc1n[nH]c(C)c1S(=O)(=O)NCCc1cccc(F)c1 | -1%
O=C(NC1CCCCN(Cc2ccc(Cl)cc2)C1=O)c1ccc(-c2ccccc2)cc1 (centres undefined) | 32%
O=C(OCC#CCSc1nnc(-c2cccc3ccccc23)o1)C1CCCC1 | 9%
O=C(CSc1nnc(-c2ccccc2F)n1-c1ccccc1)c1ccc2ccccc2c1 | 26%
COC(=O)[C@]12C[C@H](CC(=O)N3CCSCC3)C(=O)N(CCc3ccc(OC)c(OC)c3)C1=C[C@H](C(C)(C)C)O[C@@H]2C | ?
COc1ccc(-c2cc(C(=O)NN=Cc3ccc(C)s3)[nH]n2)cc1 | 27%
CCC(=O)N(C)C[C@@H]1[C@H](c2ccc(C3=CCCCC3)cc2)[C@H](CO)N1C(=O)CC | 13%
COc1ccc(S(=O)(=O)NCC(=O)N2CCN(c3ccccn3)CC2)c(OC)c1 | -2%
O=C(NCc1ccccc1F)C1C2C=CC3(CN(Cc4ccccc4)C(=O)C13)O2 (centres undefined) | 2%
CC(c1ccccc1)n1cc(C(=O)N2CCCC2)nn1 (centres undefined) | 18%
O=C(NC1CCCCN(Cc2ccc(Cl)cc2)C1=O)c1ccccc1 (centres undefined) | 24%
NS(=O)(=O)c1ccc(NC(=O)CSc2nc3ccccc3c(=O)n2-c2ccc(Br)cc2)cc1 | -6%
COc1cc(NC(=O)C(OC(=O)CNC(=O)c2ccccc2)c2ccccc2)cc(C(F)(F)F)c1 (centres undefined) | 20%
CC(C)[C@H](N)C(=O)N[C@@H](Cc1ccccc1)C(=O)N1CCC2CCN(S(=O)(=O)c3ccccc3)CC21 (some centres undefined) | -6%
O=C(CSc1nnc(-c2cnccn2)n1-c1ccccc1)c1ccc(F)cc1 | 12%
CCOC(=O)c1csc(NC(=O)C2CCCN(S(=O)(=O)c3ccc(Cl)s3)C2)n1 (centres undefined) | ?
Cc1cc(NC(=O)c2ccc(NS(=O)(=O)c3ccccc3F)cc2)no1 | 7%
CCCCNS(=O)(=O)/C=C/c1ccccc1CCNC(=O)OC(C)(C)C | -12%
COC(=O)[C@]12C[C@H](CC(=O)NCCc3ccccc3OC)C(=O)N(Cc3cccc4ccccc34)C1=C[C@H](COCc1ccccc1)O[C@@H]2C | 16µM*
C=CCN1[C@@H](C)COc2cccc(N3CCSCC3)c2S1(=O)=O | 37%
O=C(c1ccccc1)N1CC[C@H]2[C@H](CCCN2Cc2cc(F)cc(F)c2)C1 | -9%
COC(=O)[C@]12C[C@H](CC(=O)N3CCC(c4ccccc4)CC3)C(=O)N(CCC3=CCCCC3)C1=C[C@H](C(C)C)O[C@@H]2C1CC1 | 32%
O=C(CSc1nc2ccccc2o1)NN=C/C=C\c1ccccc1[N+](=O)[O-] | 16%
CCCCN1CCN(C2=NC(=O)N(c3ccc(Br)cc3)C(=O)C2)CC1 | 12%
O=C(CCc1ccccc1)N[C@H]1[C@H](OC(=O)c2ccc3ccccc3n2)CCC[C@@]12C(=O)N(Cc1ccccc1)c1ccccc12 | ?
C#CCN1C(=O)[C@]2(NCCc3c2[nH]c2ccc(OC)cc32)c2ccccc21 | 9%
CS(=O)(=O)N[C@@H]1C[C@@H]2O[C@H](CO)CC[C@@H]2O[C@@H]1CCc1ccc(-c2ccccc2F)cc1 | ?

7 entries from above, arranged by length of the SMILES, descending:
SMILES | FUS suppressor
COC(=O)[C@]12C[C@H](CC(=O)NCCc3ccccc3OC)C(=O)N(Cc3cccc4ccccc34)C1=C[C@H](COCc1ccccc1)O[C@@H]2C | 16µM*
COC(=O)[C@]12C[C@H](CC(=O)N3CCC(c4ccccc4)CC3)C(=O)N(CCC3=CCCCC3)C1=C[C@H](C(C)C)O[C@@H]2C1CC1 | 32%
CS(=O)(=O)N[C@@H]1C[C@@H]2O[C@H](CO)CC[C@@H]2O[C@@H]1CCc1ccc(-c2ccccc2F)cc1 | ?
O=C(c1ccccc1)N1CC[C@H]2[C@H](CCCN2Cc2cc(F)cc(F)c2)C1 | -9%
C#CCN1C(=O)[C@]2(NCCc3c2[nH]c2ccc(OC)cc32)c2ccccc21 | 9%
CCCCN1CCN(C2=NC(=O)N(c3ccc(Br)cc3)C(=O)C2)CC1 | 12%
CCCCNS(=O)(=O)/C=C/c1ccccc1CCNC(=O)OC(C)(C)C | -12%

Source: PubChem (National Center for Advancing Translational Sciences (NCATS))

These rows are one share of the data. The share of hits here may be higher or lower than overall.
